# High-throughput results as filed in PubChem BioAssay.
# ADAM10 inh: ADAM10 inhibition, QFRET primary screen | inhibition, % at 7 µM | 370,000 compounds, 0.62% hits | recombinant ADAM10, EDANS/DABCYL FRET peptide cleavage, 3 h;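 active = inhibition above a per-campaign cutoff equal to the mean of compounds falling between control-based bounds plus 3 SD, cut at about 20% in these data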;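 also: 0% = DMSO wells while the 100% control is not disclosed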
# ASAP1 GAP inh: blocks human ASAP1-stimulated Arf1 GTP hydrolysis; inhibition, % at 16.5 µM; AID 624377; GDP FP detection; 360,000 compounds, 0.19% hits; in the data active = inhibition above about 25%;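 also: 0% = vehicle with enzyme and substrate and 100% = no enzyme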
# HGIII-sPLA2 inh: Inhibits HGIII-sPLA2 liposome hydrolysis, primary screen | Q9NZ20 | QFRET BODIPY PC-A2 liposome hydrolysis, fluorescence | inhibition, % at 12.2 µM | 370,000 compounds, 0.56% hits | AID 743126;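 active = inhibition above mean plus 3 SD of compounds lying within the high and low control bounds, cut at about 19% in these data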;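 also: 0% = median of test compound wells and 100% = no enzyme DMSO wells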
# rCAG binder: binds r(CAG) RNA repeats | inhibition, % at 3 µM | r(CAG) RNA repeat, TO-PRO-1 dye displacement fluorescence | 370,000 compounds, 1.3% hits;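 active = inhibition above the plate cutoff, the mean of all test compounds on that plate plus 3 SD, cut at about 35% in these data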;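 also: 0% = DMSO alone and 100% = 100 µM mitoxantrone as full dye displacement; higher means more dye released from RNA so lower well fluorescence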
# ARFGAP1 inhibitor: inhibitors of rat ARFGAP1; Q62848; inhibition, % at 16.5 µM; Arfgap1-stimulated ARF1 GTP hydrolysis, GDP FP detection; 360,000 compounds, 0.26% hits; AID 651572;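 active = inhibition above a per-plate limit, mean inhibition of low control wells plus 3 SD, cut at about 25% in these data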;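 also: 0% = DMSO wells with enzyme and 100% = wells lacking Arfgap1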
#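 Replicates: Single well per compound | Assay system: Truncated rat Arfgap1 GAP domain | Control set: No-Arfgap1 wells (100%) versus DMSO full-reaction wells (0%) | Times: Enzyme reaction 120 min at 25 °C after 20 min preincubation | Reagent: Human ARF1(Δ1-17)-GTP substrate | Measured by: Tracer-displacement fluorescence polarization with EDTA stop, 620/688 nm | Measure: Percent inhibition of Arfgap1-stimulated GTP hydrolysis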
# Tn6 DDE FP: inhibitors of Tn6 peptide binding to human fibrin DD(E); inhibition, % at 8.3 µM; 370,000 compounds, 0.21% hits; P02675; Fibrin DD(E) TRITC-Tn6 fluorescence polarization displacement;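 active = inhibition above a per-campaign cutoff: mean of compounds within control limits plus 3 SD, cut at about 15% in these data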;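 also: 0% = median of all compound wells on the plate and 100% = blocking peptide control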
# NPR2 activator: GC-B (human) receptor activation; P20594; HEK293-GC-B cells, CNP EC30, cGMP TR-FRET; 0% at EC30 CNP, 100% saturating CNP; activation, % at 10 µM; 370,000 compounds, 0.11% hits; AID 1920062;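 active = activation at 10 µM reaching about 35% in either raw or pattern-adjusted values, limit read from the data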
# GAA850 FXN act: activators of GAA850 frataxin (FXN) promoter; HEK293 lucGAA850 FXN promoter luciferase reporter, 24 h; percent of 10 µM SAHA response; activation, % at 6 µM; 360,000 compounds, 0.56% hits; AID 540364;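 active = activation above the average of all compounds screened plus 3 SD, cutoff fixed separately per campaign, cut at about 7.5% in these data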;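 also: 0% = DMSO wells and 100% = 10 µM SAHA wells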
# proKLK7 act: activates the human kallikrein-7 zymogen; P49862; purified proKLK7, EDANS-DABCYL substrate fluorescence; 100% is mature enzyme control, 0% vehicle; activation, % at 7 µM; 370,000 compounds, 0.9% hits; AID 652039;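 active = activation above the mean of all tested compounds plus 3 SD, computed per campaign excluding outliers beyond control limits, cut at about 13% in these data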
# GC-A act: GC-A (human) enzyme activation; P16066; HEK293 GC-A cells, cGMP TR-FRET, EC30 ANP; 0% at EC30 ANP, 100% saturating ANP; activation, % at 10 µM; 370,000 compounds, 0.14% hits; AID 1671463; in the data active = activation above about 40%
# Target sequence (P16066 whole entry, looked up): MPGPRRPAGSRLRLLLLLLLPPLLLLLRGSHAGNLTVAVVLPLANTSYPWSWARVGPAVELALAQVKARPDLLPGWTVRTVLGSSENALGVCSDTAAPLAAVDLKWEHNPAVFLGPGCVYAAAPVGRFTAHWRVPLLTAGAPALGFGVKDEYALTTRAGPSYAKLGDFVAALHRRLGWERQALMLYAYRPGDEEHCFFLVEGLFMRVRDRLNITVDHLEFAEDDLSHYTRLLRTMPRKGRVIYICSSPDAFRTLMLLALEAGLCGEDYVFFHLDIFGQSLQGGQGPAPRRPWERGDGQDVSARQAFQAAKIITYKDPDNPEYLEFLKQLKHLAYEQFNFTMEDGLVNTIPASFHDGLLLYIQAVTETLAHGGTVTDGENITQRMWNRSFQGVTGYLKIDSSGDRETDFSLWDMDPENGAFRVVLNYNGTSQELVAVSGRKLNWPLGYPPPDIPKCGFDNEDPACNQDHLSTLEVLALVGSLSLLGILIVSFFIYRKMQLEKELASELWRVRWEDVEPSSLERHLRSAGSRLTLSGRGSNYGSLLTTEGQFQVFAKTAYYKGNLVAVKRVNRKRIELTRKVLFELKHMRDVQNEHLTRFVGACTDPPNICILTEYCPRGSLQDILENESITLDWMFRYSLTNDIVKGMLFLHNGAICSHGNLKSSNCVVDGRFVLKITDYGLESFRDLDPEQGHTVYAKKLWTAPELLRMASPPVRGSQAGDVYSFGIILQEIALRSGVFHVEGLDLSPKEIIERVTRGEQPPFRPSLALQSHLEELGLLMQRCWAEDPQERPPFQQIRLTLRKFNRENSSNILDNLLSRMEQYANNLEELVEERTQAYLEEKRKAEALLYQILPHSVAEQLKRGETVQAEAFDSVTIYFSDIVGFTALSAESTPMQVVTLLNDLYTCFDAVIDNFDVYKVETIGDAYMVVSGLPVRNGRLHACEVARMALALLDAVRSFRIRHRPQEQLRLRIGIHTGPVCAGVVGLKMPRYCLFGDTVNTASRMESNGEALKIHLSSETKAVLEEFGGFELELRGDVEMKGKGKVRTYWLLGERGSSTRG
# Numbers without * were called inactive; i = inactive; . = not tested or not shown; & = joins results of further samples.
# Assay codes: A = ADAM10 inh; B = ASAP1 GAP inh; C = HGIII-sPLA2 inh; D = rCAG binder; E = ARFGAP1 inhibitor; F = Tn6 DDE FP; G = NPR2 activator; H = GAA850 FXN act; I = proKLK7 act; J = GC-A act
[1] CC(NC(=O)COC(=O)CCNC(=O)c1ccco1)C12CC3CC(CC(C3)C1)C2 (stereo not given)
  A: 0; B: 9; C: 4; D: -1; E: 1; F: -5; G: -9; H: 6.3; I: -0.2; J: 3
[2] N#Cc1ccc(CSc2nnc(-c3ccncc3)o2)cc1
  A: 4; B: -5; C: 2; D: -5; E: -9; F: -8; G: 3; H: 0.9; I: -0.3; J: -3
[3] Cc1ccc(-c2nnc(SC(C)C#N)n2N)cc1 (stereo not given)
  A: -4; B: -11; C: 8; D: 0; E: -2; F: 6; G: 4; H: -2.8; I: -0.1; J: 2
[4] CNS(=O)(=O)c1ccc2c3c(cccc13)C(=O)N2
  A: i; B: 10; C: 1; D: 5; E: 6; F: -2; G: 1; H: 5.5; I: 49*; J: 6
[5] N#Cc1c(Oc2ccc3ccccc3c2)sc(C(=O)c2ccccc2)c1N
  A: 2; B: 7; C: -2; D: 2; E: 3; F: -2; G: -4; H: -9.1; I: -0.1; J: -3
[6] COc1ccc(COC(=O)N/N=C(\C)CC(=O)Nc2ccc(Cl)cc2)cc1
  A: 0; B: -9; C: -29; D: 0; E: 5; F: -3; G: 13; H: -3.0; I: 0.1; J: 12
[7] C=CCc1ccc(OCCOCCNCCOC)c(OC)c1
  A: 7; B: 4; C: 6; D: 2; E: 7; F: -5; G: -6; H: 0.2; I: 0.8; J: 4
[8] COc1ccc(/C=C/S(=O)(=O)NCC(C)C)c(CNC(=O)OC(C)(C)C)c1
  A: -13; B: .; C: 9; D: 2; E: .; F: 3; G: 2; H: .; I: -0.2; J: -4
[9] CC(C)n1nc(C(=O)N2CCN(S(=O)(=O)c3cccs3)CC2)c2ccccc2c1=O
  A: 4; B: 6; C: -7; D: 1; E: -7; F: 3; G: 7; H: .; I: 0.0; J: -2
[10] Oc1ccc(NC(=S)Nc2ccccc2)cc1
  A: 4&-2; B: 5&-7; C: 1&10; D: 1&0; E: 0&11; F: 2&6; G: 9&4; H: 4.1&0.8; I: 0.3&0.6; J: 8&0
[11] Cc1c(C(=O)Nc2nccs2)oc2c(Cl)cccc12
  A: -8; B: 3; C: 9; D: 3; E: -8; F: 0; G: -3; H: 2.1; I: -0.4; J: -5
[12] C/C=C/COC(=O)c1[nH]c2c(c1C)C(=O)CC(c1ccc(N(C)C)cc1)C2 (stereo not given)
  A: 65*; B: 5; C: 8; D: 5; E: -1; F: -13; G: -3; H: 1.8; I: -0.4; J: 4
[13] Cc1cc(C)cc(NC(=O)C2CCN(c3cnccn3)CC2)c1
  A: -35; B: 14; C: -4; D: -7; E: 9; F: -2; G: -3; H: 1.0; I: -0.5; J: -4
[14] Cc1cc(N2CCCCC2)n2nc(C)c(-c3ccccc3)c2n1
  A: -15; B: 10; C: 13; D: -4; E: 10; F: 1; G: 4; H: 2.0; I: 0.1; J: -5
[15] OCC1(C2=NOC(O)(C(F)(F)F)C2)CCCCC1 (stereo not given)
  A: 3; B: -4; C: -1; D: -3; E: 4; F: 5; G: 4; H: -1.6; I: -1.0; J: -1
[16] COc1cccc(CNC(C)(C)CO)c1OCc1ccc(Cl)cc1
  A: -3; B: -5; C: -3; D: 3; E: -17; F: -6; G: -17; H: -0.6; I: 0.0; J: -8
[17] O=S(=O)(c1cccc2cccnc12)N1CCCCC1
  A: -10; B: -13; C: -4; D: -2; E: 8; F: 6; G: 2; H: 1.5; I: -0.4; J: 5
[18] Cc1cc(=O)oc2cc(OCCC[n+]3ccccc3)ccc12
  A: -19; B: -2; C: 2; D: 2; E: 1; F: -3; G: 0; H: 1.2; I: -0.5; J: 4
[19] O=C(CCCOc1ccc(Cl)cc1Cl)N/N=C/c1ccco1
  A: 2; B: -13; C: -6; D: -1; E: -3; F: -8; G: 0; H: -0.7; I: 0.1; J: 15
[20] CCCCCCCCN1C(=O)[C@H](CC(=O)N2CCSCC2)C[C@@]2(C(=O)OC)CCCCC=C12
  A: 7; B: 9; C: 5; D: 5; E: 9; F: -5; G: 5; H: .; I: 0.2; J: -5
[21] O=C(Nc1nc(-c2cccs2)c(-c2cccs2)s1)C1(c2ccccc2)CC1
  A: -56; B: 7; C: 0; D: 7; E: 2; F: -1; G: -1; H: 0.5; I: -40; J: 1
[22] CNC(=S)N1CCN=C1Nc1nc(C)cc(C)n1
  A: 1; B: -17; C: 3; D: -1; E: -9; F: 6; G: -2; H: 2.0; I: -0.1; J: -7
[23] Cc1ccc(S(=O)(=O)Nc2ccc(O)c3cccnc23)cc1
  A: 15; B: -4; C: 17; D: 12; E: 5; F: -5; G: 1; H: 2.5; I: 1.1; J: 5
[24] Cc1ccc(NC(=O)c2ccc(OC(=O)c3ccco3)cc2)cc1
  A: -1; B: 1; C: 10; D: -6; E: 2; F: -3; G: 1; H: 5.6; I: 0.2; J: -1
[25] COC(=O)Nc1ccc2ccc3c(NC(=O)OC)ccc4ccc1c2c43
  A: i; B: 9; C: 5; D: 10; E: 7; F: -6; G: 2; H: -1.0; I: -1.5; J: 10
[26] CCOc1ccc(Br)cc1S(=O)(=O)N1CC(C)OC(C)C1 (stereo not given)
  A: -4; B: -5; C: -5; D: -6; E: -6; F: 5; G: -8; H: -3.3; I: 0.1; J: -1
[27] c1cncc(CNc2ncnc3ccc(-c4ccoc4)cc23)c1
  A: -378; B: -12; C: 9; D: 0; E: 3; F: 5; G: 21; H: -8.9; I: -31; J: 21
[28] Cc1ccc2c(CC(=O)O)coc2c1C
  A: 4; B: -1; C: -1; D: -2; E: -6; F: 4; G: 0; H: 0.7; I: 0.1; J: 3
[29] COc1ccc(S(=O)(=O)Nc2ccc(S(=O)(=O)N3CCCCC3)cc2)cc1
  A: -8; B: 5; C: -18; D: 16; E: 8; F: -4; G: 3; H: -0.3; I: 0.0; J: -1
[30] Cc1ncc([N+](=O)[O-])n1CC(=O)Nc1ccccc1Cl
  A: -6; B: -7; C: 2; D: 1; E: 0; F: 1; G: 5; H: 0.6; I: 0.1; J: 4
[31] COc1ccc(OCC(=O)Nc2c3c(nn2C(C)(C)C)CSC3)cc1
  A: 8; B: -9; C: -2; D: 16; E: -10; F: -1; G: -6; H: -0.1; I: 0.1; J: -1
[32] Cc1ccc(C(=O)N/C(=C/c2ccc(-c3cccc([N+](=O)[O-])c3)o2)C(=O)NCCCN(C)C)cc1
  A: 4; B: 10; C: 5; D: 15; E: -6; F: -1; G: -7; H: -1.5; I: 0.0; J: -4
[33] CC(=O)NC(c1ccc(C(C)C)cc1)c1c(O)ccc2ccccc12 (stereo not given)
  A: -19; B: -1; C: -45; D: 7; E: -11; F: -7; G: -7; H: -0.9; I: -1.0; J: 47*
[34] Cc1ccc(NC(=O)CCCN2C(=O)NC(C)(C)C2=O)cc1
  A: -5; B: -3; C: 16; D: 3; E: -7; F: -6; G: -1; H: 0.2; I: -0.8; J: 2
[35] COc1ccc(C(=O)N(Cc2ccccc2)c2ccc(C)cc2)cc1S(=O)(=O)N1CCOCC1
  A: -4; B: -16; C: -15; D: -6; E: -1; F: 5; G: 6; H: -1.3; I: 1.1; J: 6
[36] CN(Cc1ccccc1)CC(O)CN(C)Cc1ccccc1
  A: -5; B: -10; C: 14; D: -2; E: 0; F: -6; G: -1; H: -0.7; I: 0.5; J: -8
[37] COc1cccc(C(=O)Nc2ccc(S(=O)(=O)N3CCN(C)CC3)cc2)c1
  A: -1; B: -5; C: 3; D: 1; E: -13; F: -1; G: 3; H: -0.4; I: -0.2; J: 0
[38] O=C(OCC1OC(n2ccc(=O)[nH]c2=O)C(O)C1OC(=O)c1ccccc1)c1ccccc1 (stereo not given)
  A: 11; B: 6; C: -12; D: 0; E: 15; F: 8; G: -6; H: 1.6; I: -0.4; J: -8
[39] COc1cc(SC)ccc1C(=O)NNC(=O)c1cc(C)oc1C
  A: -2; B: 3; C: 4; D: -13; E: 7; F: 3; G: -2; H: 3.2; I: -0.2; J: -2
[40] CC1Cc2ccccc2N1Cc1ccc([N+](=O)[O-])cc1 (stereo not given)
  A: -10; B: -2; C: 13; D: 4; E: -3; F: 1; G: -2; H: 0.7; I: 0.2; J: 4
[41] CCOc1cc(N2CCOCC2)c(OCC)cc1NC(=O)c1ccco1
  A: -2; B: -4; C: 7; D: -8; E: -8; F: 0; G: -1; H: -0.4; I: 0.1; J: 1
[42] Cc1ncoc1C(=O)N1CCCC(C(=O)c2cccc3ccccc23)C1 (stereo not given)
  A: 4; B: 14; C: -4; D: -4; E: 3; F: 5; G: -4; H: 1.4; I: 0.7; J: 0
[43] CCN(CC)S(=O)(=O)c1ccc(C(=O)OCCNC(=O)c2cccnc2)cc1
  A: -9; B: 1; C: -1; D: -2; E: -6; F: 1; G: 8; H: -0.5; I: -0.1; J: 0
[44] Cn1nccc1C(=O)N1CCCC(N2CCN(Cc3ccc4c(c3)OCO4)CC2)C1 (stereo not given)
  A: -5; B: -3; C: 10; D: -6; E: 6; F: -1; G: -1; H: -0.6; I: -0.1; J: -2
[45] CCOc1cc(NC(=O)CCl)c(OCC)cc1NC(C)=O
  A: -3; B: -2; C: -3; D: -4; E: 2; F: 2; G: 1; H: 0.1; I: -0.1; J: -1
[46] O=C(Nc1ncccn1)C1CCCN1S(=O)(=O)c1ccc(Cl)c(Cl)c1 (stereo not given)
  A: 6; B: 19; C: 0; D: 4; E: -1; F: 4; G: 1; H: 0.6; I: 0.0; J: 0
[47] CSc1nc2nc3c(cc2c(=O)n1-c1ccccc1C)COC(C)(C)C3
  A: -12; B: 2; C: 4; D: -4; E: 3; F: -7; G: 1; H: -1.1; I: 0.0; J: 3
[48] Cc1ccsc1/C=N/NC(=O)c1cccnc1
  A: -6; B: -16; C: 0; D: 1; E: -5; F: 7; G: 1; H: 1.5; I: 0.9; J: -3
[49] O=c1ccn(CCOc2ccc(Cl)cc2)c(=O)[nH]1
  A: -4; B: 7; C: 5; D: -1; E: 2; F: -6; G: -6; H: 2.7; I: 0.2; J: -2
[50] CCOC(=O)/C(C#N)=C\c1cn(C)c2ccccc12
  A: 1; B: -15; C: 3; D: 1; E: -1; F: 3; G: -8; H: 1.8; I: 0.5; J: -2
[51] O=C(NC(c1ccccc1)c1ccccc1)c1ccccc1
  A: -7; B: 21; C: 14; D: 0; E: 3; F: 0; G: -7; H: 0.7; I: -1.0; J: -10
[52] Cc1ccc2oc(=O)c3cnn(CC(=O)NCCN4CCOCC4)c3c2c1
  A: -8; B: -6; C: 1; D: 3; E: -8; F: 2; G: -1; H: -0.5; I: 0.1; J: -1
